# VP16 counter = Gal4-VP16 reporter inhibition counter-screen; Drosophila S2 Gal4-VP16 UAS-luciferase, luminescence, 20 h; Potency, µM (doses to about 53.6 µM), without a hit: top-dose activity, negative = inhibition, most hits filed as inhibitors; 310,000 compounds, 3.5% hits; AID 2546;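 note: Gal4-VP16 expression switched on by copper sulfate through the metallothionein promoter; potency is the fitted concentration of half-maximal effect; % is set by controls: 0 for no effect and ±100 for the full control effect; nearly all actives have a fitted effect of over 50% in size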
# Tb PFK block = blocks T. brucei phosphofructokinase. T. brucei PFK, ADP-Glo luminescence. Potency, µM (series often up to 57.5 µM), for inactives: at the highest dose activity, negative = inhibition, usual class: inhibitors. 330,000 compounds, 0.17% hits;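 note: potency is the fitted concentration of half-maximal effect; 0% = uninhibited 1x PFK enzyme wells and -100% = no-enzyme wells; nearly all actives have a fitted effect of over 60% in size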
# Target sequence (O15648 whole entry, looked up): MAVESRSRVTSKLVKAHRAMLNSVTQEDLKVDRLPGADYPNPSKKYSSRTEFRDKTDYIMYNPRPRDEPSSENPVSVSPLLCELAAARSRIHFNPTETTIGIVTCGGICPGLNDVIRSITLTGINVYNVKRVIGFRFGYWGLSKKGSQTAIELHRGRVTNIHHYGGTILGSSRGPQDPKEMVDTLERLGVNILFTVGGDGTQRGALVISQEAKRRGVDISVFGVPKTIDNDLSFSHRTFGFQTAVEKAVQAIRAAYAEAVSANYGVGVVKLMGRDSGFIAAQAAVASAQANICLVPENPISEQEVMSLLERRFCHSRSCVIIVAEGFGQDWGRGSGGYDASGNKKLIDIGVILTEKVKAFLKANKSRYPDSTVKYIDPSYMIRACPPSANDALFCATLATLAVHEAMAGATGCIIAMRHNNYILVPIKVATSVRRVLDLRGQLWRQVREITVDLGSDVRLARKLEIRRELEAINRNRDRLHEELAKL
#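 Luminescent ADP detection (ADP-Glo, two-step: ATP depletion then ADP-to-ATP conversion for luciferase) reported PFK activity after 45 min room-temperature reaction of 1.25 nM enzyme with 0.5 mM F6P and 0.1 mM ATP at pH 8.0.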
# Rab9 promoter act = activates the Rab9 promoter; Huh7 Rab9 promoter-luciferase reporter, luminescence, 24 h; Potency, µM (titrated, usually from 9.22 µM), without a hit: at the highest dose activation, negative = inhibition, usual class: activators; 320,000 compounds, 2.8% hits; note: potency is the fitted concentration of half-maximal effect; % of control where 0% means no effect; nearly all actives have a fitted effect of over 60% in size
#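 Steps: seed 1500 Huh7 Rab9-luc cells per well, rest 2 h at 37 °C; add compound in DMSO; incubate 24 h; add luciferase reagent, 10 min ambient; read luminescence.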
# NPC1 prom act = NPC1 promoter activation; Huh7 NPC1 promoter luciferase reporter, 24 h; Potency, µM (series often up to 9.22 µM), without a hit: at the highest dose activation, most hits filed as activators; 320,000 compounds, 2.4% hits; AID 485313;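 note: potency is the fitted concentration of half-maximal effect; % of control where 0% means no effect; nearly all actives have a fitted effect of over 60% in size; reporter is driven by a mutant NPC1 promoter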
#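 Stable NPC1-promoter luciferase Huh7 line; cpd (DMSO) 24 h, 37 °C, 5% CO2; Amplite luciferase reagent 10 min RT; luminescence readout. qHTS format.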
# ELG1 genotoxic = genotoxicity induction in ELG1-luciferase HEK293T cells; 330,000 compounds, 1.3% hits; HEK293T ELG1-luciferase reporter, luminescence, 16 h; Potency, µM (top dose mostly 46 µM), without a hit: top-dose activity change, positive = activation, most hits filed as activators; note: potency is the fitted concentration of half-maximal effect; % of control where 0% means no effect; nearly all actives have a fitted effect of over 60% in size
#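 HEK293T cells expressing luciferase-tagged ELG1 were treated with compound or DMSO for 16 hr at 37°C. Luciferase activity was then read after 30 min with ONE-Glo at room temperature; rising signal flags genetic stress.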
# uPA surface inh = blocks generation of uPA at the cell surface | Potency, µM (top dose mostly 38.3 µM), inactives show at the highest dose activity change, negative = inhibition, hits mostly inhibitors | cell surface uPA generation assay, qHTS | 330,000 compounds, 0.31% hits | AID 540303; active = well fitted inhibition curve with a large enough effect; inconclusive = small, poorly fitted or top-dose-only effect; inactive = no such curve, though single readings can be large or run the other way; tested in mouse RAW 264.7 cells; note: potency is the fitted concentration of half-maximal effect; % is set by controls: 0 for no effect and ±100 for the full control effect; nearly all actives have a fitted effect of over 55% in size
# Giardia killer = Giardia lamblia killing | 340,000 compounds, 0.15% hits | activity change, % at 7.66 µM, hits read low | Giardia lamblia trophozoite viability; in the data active = activity change below about -80%; inconclusive = between about -30% and that limit;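 note: parasites exposed to compound for two days anaerobically before the ATP read; % is set by controls: 0 for no effect and ±100 for the full control effect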
#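 Trophozoites 100 cells/well + cpd; 48 hrs, 37 deg C, anaerobic. ATPLite 1-Step added, 15-30 min RT, luminescence read (ATP-based viability).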
# KCNH2 3.1 block = inhibitors of human KCNH2 3.1 potassium channel isoform | U2OS KCNH2 3.1, thallium flux FluxOr; active compounds read low | 340,000 compounds, 0.95% hits | AID 720553 | activity change, % (tested at about 1.8 µM);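 active = maximum activity change below -70%; inconclusive = maximum activity change from -70% to -50%; inactive = maximum activity change above -50%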;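 note: thallium influx rate constant from kinetic fluorescence after stimulation buffer; % is set by controls: 0 for no effect and ±100 for the full control effect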
#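 U2OS cells transduced with KCNH2 3.1 mutant virus (1.77 x 10^8 /mL, 4 h), plated overnight at 37 C, loaded 45 min with FluxOr dye plus Red40 quencher. Thallium flux rate constant from kinetic reads after stimulation buffer, normalised to controls.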
# FLuc modulator = firefly luciferase modulation, counter-screen for miR-21 project | Potency, µM (doses to about 57.5 µM), inactives show top-dose activity change, negative = inhibition, actives largely listed as inhibitors | purified FLuc, Km substrates, luminescence inhibition | 360,000 compounds, 6.9% hits;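 note: potency is the fitted concentration of half-maximal effect; plate controls were vehicle for no effect and reference inhibitor for full effect; nearly all actives have a fitted effect of over 55% in size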
#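 Purified P. pyralis luciferase (10nM final) with 10uM D-luciferin and 10uM ATP (Km levels) in 50mM Tris acetate pH 7.5, 10mM Mg acetate, 0.01% Tween-20, 0.05% BSA; qHTS 6-point titration, ~60 µM downward; luminescence read.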
# Coupling enz = counter-screen for Giardia aldolase inhibitors: coupling enzyme system | coupling enzyme system counterscreen, AmpLite Red fluorescence | activity change, negative = inhibition, % at 58.2 µM, hits read low | 290,000 compounds, 0.67% hits | AID 2472; in the data active = activity change below about -30%; note: % is set by controls: 0 for no effect and ±100 for the full control effect
#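 Compounds tested against the coupling enzymes alone at 57.5 uM final; readout was AmpLite Red fluorescence (525/598 nm) after 20 min at RT.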
# RORgamma inh = inhibitors of mouse ROR gamma transcriptional activity | 310,000 compounds, 5.4% hits | Potency, µM (titrated, usually from 53.6 µM), for the others: top-dose activity change, negative = inhibition, hits mostly inhibitors | AID 2551 | Drosophila S2 Gal4-RORgamma UAS-luciferase reporter, 20 h; note: potency is the fitted concentration of half-maximal effect; % is set by controls: 0 for no effect and ±100 for the full control effect; nearly all actives have a fitted effect of over 60% in size
# Target sequence (P51450 whole entry, looked up, the tested form may be a part): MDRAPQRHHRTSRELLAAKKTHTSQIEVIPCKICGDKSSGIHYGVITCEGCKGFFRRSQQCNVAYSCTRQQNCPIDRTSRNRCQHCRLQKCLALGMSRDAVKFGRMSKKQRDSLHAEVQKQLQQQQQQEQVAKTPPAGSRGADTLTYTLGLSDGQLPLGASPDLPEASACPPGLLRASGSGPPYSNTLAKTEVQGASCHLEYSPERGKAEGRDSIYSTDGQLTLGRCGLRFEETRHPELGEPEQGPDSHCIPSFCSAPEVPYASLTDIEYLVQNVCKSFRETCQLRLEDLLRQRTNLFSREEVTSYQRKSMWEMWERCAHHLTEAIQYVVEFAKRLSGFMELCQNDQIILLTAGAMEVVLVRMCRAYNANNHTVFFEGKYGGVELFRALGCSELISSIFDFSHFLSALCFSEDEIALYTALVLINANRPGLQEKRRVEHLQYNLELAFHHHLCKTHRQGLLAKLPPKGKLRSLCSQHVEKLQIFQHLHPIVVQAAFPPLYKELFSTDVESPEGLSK
#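 Stable Schneider cell line, Gal4 DNA-binding domain fused to ROR gamma, UAS-luciferase. Cmpd 1 hr RT → CuSO4 700 uM final → 20 hr RT → luciferase reagent 10 min → luminescence.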
# * = called active by the depositor; ? = inconclusive; · = not tested or not shown; & = joins results of further samples; [ ] = another dose, or the depositor's remark. Unless noted, calls come from the whole dose curve; as a rule, active = well fitted curve in the direction sought with a large enough effect; inconclusive = small, poorly fitted or top-dose-only effect, or another doubt; inactive = no such curve, though single readings can be large; an effect the other way counts as inactive or inconclusive. This is a random part of the collection. Share with any hit: about 14%.
SMILES,VP16 counter,Tb PFK block,Rab9 promoter act,NPC1 prom act,ELG1 genotoxic,uPA surface inh,Giardia killer,KCNH2 3.1 block,FLuc modulator,Coupling enz,RORgamma inh
COc1ccccc1N1CC(C(=O)OCC(=O)c2ccc(F)cc2)CC1=O (stereo not given),-3%,1%,6%,3%,-6%,2%,-8,-14,-1%,-4,-4%
CCN(CC(=O)NCc1ccc(Cl)cc1)CC(=O)NC1(C#N)CCCC1,-4%,0%,-1%,-1%,1%,4%,18,8,2%,1,0%
Cc1ccc(S(=O)(=O)N(C#N)c2nc(C)cc(C)n2)cc1,14%,1%,4%,-1%,-6%,-3%,-5,-11,5%,-2,?
OCCNc1nc(N2CCN(Cc3ccccc3)CC2)nc2ccccc12,0%,-3%,4%,7%,2%,-3%,1,-20,0%,0,5%
COc1ccc2cc3cc(C(=O)N4CCN(Cc5ccc6c(c5)OCO6)CC4)oc3nc2c1,-5%,-3%,-2%,1%,-13%,-7%,7,-11,-1%,3,20%
CC(C)c1ccc(NC(=O)[C@H](NC(=O)[C@@H]2Cc3ccccc3CN2)c2ccccc2)cc1,-7%,22%,-2%,-2%,4%,1%,12,-33,?,·,-3%
COc1cc(CNCCSc2nnnn2C)cc(OC)c1OC,10%,0%,-2%,6%,2%,·,-8,4,2%,0,-3%
Cc1cc(C)cc(N2C(=O)CCN(Cc3ccccc3)C2=O)c1,7%,-4%,-5%,-1%,0%,0%,4,-4,0%,1,13%
CCCCNS(=O)(=O)c1ccc(OCC(=O)OC)cc1,-2%,8%,-6%,-2%,2%,6%,5,5,1%,2,11%
Cc1ccc(NC(=S)NC2CCN(Cc3ccccc3)CC2)cc1C,?,1%,0%,-3%,-10%,-8%,-15,1,-1%,1,11µM*
Cc1ccc(S(=O)(=O)N2CCCC2C(=O)NC2=NCCS2)cc1 (stereo not given),2%,-6%,1%,-4%,3%,2%,2,-5,1%,-2,-12%
Cc1ccccc1C(OCC(O)CN1CCCCC1CCO)c1ccccc1 (stereo not given),-2%,1%,2%,10%,-3%,-1%,19,-38,0%,-3,0%
O=C(C1CCCO1)N1CCN(C(=S)Nc2ccc(Cl)cc2Cl)CC1 (stereo not given),-16%,-1%,-5%,-6%,1%,-3%,21,1,2%,-1,-1%
N#Cc1c(Nc2ccccc2Cl)s[nH]c1=O,3.2µM*,-18%,0%,-6%,0%,-8%,-13,25,?,9,1.3µM*
Cc1ccc(C(=O)Nc2ccc(C(=O)N3CCCCC3C)cc2)cc1 (stereo not given),6%,0%,9%,-3%,0%,1%,-2,2,?,2,3%
COc1ccc(NC(=S)N=Nc2c(O)[nH]c3ccccc23)cc1,3.5µM*,0%,-4%,-7%,-5%,?,-9,-5,?,1,1.3µM*
Cc1cc(NS(=O)(=O)c2ccc(Nc3nc(-c4ccc(C)c(C)c4)cs3)cc2)no1,-5%,27%,-2%,-2%,-3%,0%,-2,9,?,1,-6%
CC1CC(C)CN(C(=O)Cn2c(-c3nonc3N)nc3ccccc32)C1 (stereo not given),-2%,6%,-3%,-1%,-5%,7%,-9,34,2%,-1,-13%
CCCN1CCC(NC(=O)Nc2ccc(OC)c(OC)c2)CC1,7%,3%,2%,-4%,-3%,-6%,-2,3,5%,1,-14%
CCOC(=O)CC(=O)Nc1ccccc1C(=O)O,-4%,0%,4%,-3%,0%,-1%,23,-10,-8%,1,15%
CCOc1ccc2nc(SCC(=O)Nc3cc4c(cc3C(C)=O)OCO4)[nH]c2c1,5%,-1%,-1%,-1%,-4%,1%,-1,-5,?,-2,37%
CCC(=O)N(Cc1cc2cc(C)c(C)cc2[nH]c1=O)C1CCCCC1,1%,0%,-8%,-5%,3%,-4%,2,-3,2%,8,7%
CC(=O)NC(NC(=S)Nc1ccc(N=Nc2ccccc2)cc1)C(Cl)(Cl)Cl (stereo not given),5µM*,6%,2%,2%,3%,-1%,22,-3,-11%,-7,7.1µM*
Cc1cc(=O)oc2cc(OCC3CC(c4ccc(N(C)C)cc4)=NO3)ccc12 (stereo not given),0%,1%,5%,-1%,-1%,2%,13,2,?,1,2%
CC(=O)Nc1ccc(NC(=O)Cn2cc3c(n2)CCCC3)cc1,0%,1%,3%,-7%,-1%,5%,-6,0,1%,3,16%
COc1ccc(CCNC(=O)COC(=O)C2CC2C)cc1 (stereo not given),·,1%,-3%,-1%,1%,-2%,-17,5,6%,·,·
C=CCc1ccccc1Oc1cc(F)nc(N)n1,-12%,4%,-6%,-2%,0%,-2%,16,-1,0%,-2,15%
O=C(c1n[nH]c2c1CCC2)N1CCCC(Nc2cccc(F)c2)C1 (stereo not given),-6%,-21%,-9%,0%,0%,10%,-5,7,-2%,-5,23%
Brc1ccc(-c2cn3c(n2)CCc2ccc4cccnc4c2-3)cc1,?,-4%,4%,13%,-5%,2%,4,-6,13µM*,-31*,6%
Cc1cccc(C(=O)N/N=C/c2ccoc2)c1,-5%,?,23%,1%,13%,-3%,23,11,?,-6,?
Cc1occc1-c1nnc(SCC(=O)Nc2ccccc2-c2ccccc2)n1C,-11%,-5%,-3%,-2%,-10%,1%,5,3,2%,2,24%
O=C(/C=C/c1cccs1)NC1CCCC1,?,0%,9%,12%,17%,-3%,-27,1,?,0,0%
COc1ccc(C2=NOC(C(=O)N(C)Cc3ccccc3)C2)cc1 (stereo not given),10%,-2%,-8%,10%,1%,1%,-11,·,-14%,4,?
COc1ccc(CN(C)Cc2nc(Cc3cccc(F)c3)no2)c2cccnc12,7.1µM*,1%,-39%[inhibitor],-32%[inhibitor],-7%,-9%,-25,0,0%,1,?
CC(Oc1ccc(Cl)cc1Cl)C(=O)Nc1ccc(S(=O)(=O)Nc2cnc3ccccc3n2)cc1 (stereo not given),-19%,-5%,12%,-1%,-4%,-2%,-7,-7,3%,14,14%
CCN(CC)C(=O)[C@H]1CC(CC(=O)NC(C)(C)C)C(=O)N2CCc3c([nH]c4ccccc34)[C@]12C (stereo not given in full),·,-4%,·,·,2%,0%,4,-30,·,·,·
CCNC(=O)N1CCCC(C(=O)c2ccc(C(F)(F)F)cc2)C1 (stereo not given),-9%,1%,0%,-2%,-1%,8%,-13,14,-3%,3,5%
Cc1ccc(-n2nc(C)c3c(C)c(CCC(=O)NC(C)c4ccccc4)c(C)nc32)cc1 (stereo not given),8%,-7%,-6%,-6%,-1%,-2%,6,4,-3%&3%,1,-9%
CC1(C)COC(c2coc3ccccc3c2=O)OC1,-12%,1%,27%,29%,?,1%,-7,4,17µM*,3,10%
O=c1nc(-c2ccccc2)c2ccccc2[nH]1,4%,3%,10%,0%,7%,5%,23,5,1%,0,-16%
COc1ccccc1-n1c(=S)[nH]c2c(sc(=S)n2-c2ccc(C)cc2C)c1=O,15%,4%,-3%,-1%,?,5%,-1,?,?,-10,-32%
O=C(Nc1ccc2c(c1)OCO2)c1cccs1,-11%,·,·,·,·,·,-2,7,13µM*,-22,-23%
CCOc1ccccc1/C=C\c1nc(O)c([N+](=O)[O-])c(=O)[nH]1,-7%,6%,-8%,-4%,-2%,-2%,30,-4,-18%,2,-12%
COc1ccc(NC(=O)NCc2ccncc2)c(OC)c1,0%,-4%,-4%,-1%,3%,2%,?,-10,-2%,0,-6%
CCNC(=O)/C(C#N)=C/c1c(N(Cc2ccccc2)Cc2ccccc2)nc2ccccn2c1=O,-23%,7%,-4%,-2%,-6%,-10%,16,4,3%,1,23%
O=C(NNC(=O)c1ccc(Cl)cc1Cl)Nc1ccccc1,14%,?,-1%,1%,-1%,-1%,8,1,-3%,6,37%
Cc1cc(C)nc(NS(=O)(=O)c2ccc(NC(=O)Nc3ccccc3F)cc2)n1,8%,-1%,2%,2%,1%,3%,-22,16,-5%,-1,10%
CCC1=NN2C(=N)/C(=C\c3cccn3-c3ccc(OC)cc3)C(=O)N=C2S1,-11%,2%,4%,-1%,-8%,6%,6,-2,?,7,-29%
Cc1nn(CC(=O)Nc2ccc(Cl)cc2Cl)c(=O)c2ccccc12,7%,0%,3%,0%,-1%,-22%,0,8,8%,0,6%[1.91 µM]
Cc1cc2cc(CNC(=O)Cc3ccc([N+](=O)[O-])cc3)ccc2n1C,-6%,-6%,0%,-3%,0%,-3%,17,-8,6%,-1,5%
CCN1CCN(c2cc(C)c3cc(NC(=O)c4cccnc4Cl)ccc3n2)CC1,2%,4%,4%,-2%,0%,4%,10,-6,4%,0,12%

# Screening results deposited in PubChem by National Center for Advancing Translational Sciences (NCATS).
